# Bioassay records from PubChem BioAssay.
# C2C12 statin = suppressors of simvastatin-induced myotoxicity in C2C12 myotubes; rescue of ATP level, % at 7.49 µM; ATP luminescence, 48 h; scaled: DMSO 0, geranylgeraniol control 100; 330,000 compounds, 0.78% hits; AID 602340;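 active = mean ATP rescue above about 67%, or every replicate alone reaching that limit, limit read from the data, passing the limit was not always enough; inconclusive = no clear call, values can overlap the other calls; inactive = mean under the limit and some replicate under it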;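 also: myotubes were challenged with 10 µM simvastatin during compound exposure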
# esBAF inh = blocks esBAF chromatin remodeling in mouse ES cells | AID 602393 | Bmi1-luciferase knock-in reporter, 24 h; 100% = twice the neutral-well signal | 350,000 compounds, 2% hits | reporter increase, % at 12.5 µM; in the data active = activation above about 40%; inconclusive = no clear call, values can overlap the other calls;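 also: 0% = median of the plate's neutral control wells and 100% = double that signal; a rise in the Bmi1 reporter signal indicates esBAF inhibition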
# miR122 inh = blocks miR-122 activity in Huh7 sensor cells; Huh7 miR-122 Renilla luciferase sensor, 48 h; neutral wells = 0, positive control = 100; activation (reporter increase), % at 12.5 µM; 340,000 compounds, 0.3% hits;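 active = mean replicate activation score at least 90 and every replicate individually at or above 90; inconclusive = only one of the two criteria met; inactive = neither criterion met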;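 also: higher luciferase means less miR-122 activity so hits act as miR-122 inhibitors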
# Cneo AK release = Cryptococcus neoformans lysis via adenylate kinase release. C. neoformans lysis, adenylate kinase release luminescence, 4 h; normalised: neutral wells 0, clomiphene wells 100. lysis activity, % at 15 µM. 360,000 compounds, 0.2% hits;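 active = mean lysis activity across replicates of at least 80%, whatever share of replicates individually reach that level; inactive = mean lysis activity below 80%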
#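 Assay system: Cryptococcus neoformans yeast cells / Dosing: single-point compound dose / Timing: 4 h at 37 °C static, read 1 h later / Measured by: luminescence of released adenylate kinase using an AK detection reagent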
# ARNT TACC3 PPI = disrupts binding between human ARNT and TACC3 | Q9Y6A5 | AlphaScreen His-ARNT PAS-B/GST-TACC3 binding, luminescence; TACC3 fragment carries E629A point mutation | inhibition, % at 9.99 µM | 390,000 compounds, 0.66% hits;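 active = mean inhibition of replicates at least 50% and at least half of replicates each reaching 50%; inconclusive = half or more replicates reach 50% but mean below 50%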;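 also: 0% = complete ARNT plus TACC3 wells and 100% = ARNT alone without TACC3; many hits fall short of the cut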
# ERp5 inh = inhibitors of human ERp5 | 350,000 compounds, 0.05% hits | ERp5 insulin aggregation, absorbance 650 nm, 90 min | Q15084 | inhibition, % at 9.99 µM;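 active = mean replicate inhibition above about 25%, with every replicate also reaching it, limit read from the data, passing the limit was not always enough; inconclusive = only one of those two criteria met; inactive = neither criterion met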
# Target sequence (Q15084 whole entry, looked up): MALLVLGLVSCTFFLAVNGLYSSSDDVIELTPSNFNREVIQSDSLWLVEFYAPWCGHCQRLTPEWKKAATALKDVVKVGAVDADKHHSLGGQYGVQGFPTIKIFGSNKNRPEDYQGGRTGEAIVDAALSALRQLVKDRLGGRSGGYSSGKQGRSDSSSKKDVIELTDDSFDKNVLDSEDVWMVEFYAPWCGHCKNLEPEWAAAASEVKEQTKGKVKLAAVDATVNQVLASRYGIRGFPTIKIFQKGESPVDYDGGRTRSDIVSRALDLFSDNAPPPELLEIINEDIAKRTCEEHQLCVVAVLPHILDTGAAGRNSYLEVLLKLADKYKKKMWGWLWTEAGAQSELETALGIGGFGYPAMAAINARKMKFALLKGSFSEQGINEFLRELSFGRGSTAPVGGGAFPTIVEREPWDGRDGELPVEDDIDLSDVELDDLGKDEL
# SIRT5 inh = sirtuin-5 (human) deacylase inhibition; Purified SirT5, succinyl-peptide AMC, trypsin-coupled fluorescence; AID 652115; Q9NXA8; inhibition, % at 15 µM; 330,000 compounds, 1.1% hits; in the data active = inhibition above about 15%; inconclusive = no clear call, values can overlap the other calls
# Target sequence (Q9NXA8 whole entry, looked up): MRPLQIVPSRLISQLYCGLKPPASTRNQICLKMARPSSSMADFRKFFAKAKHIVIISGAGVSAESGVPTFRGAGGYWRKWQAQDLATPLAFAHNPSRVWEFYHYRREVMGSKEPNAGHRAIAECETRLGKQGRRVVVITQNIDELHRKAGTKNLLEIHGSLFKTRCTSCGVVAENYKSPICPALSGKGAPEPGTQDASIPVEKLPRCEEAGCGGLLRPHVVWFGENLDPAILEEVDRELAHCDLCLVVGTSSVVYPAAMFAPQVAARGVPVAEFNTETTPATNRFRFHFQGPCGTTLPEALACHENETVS
# The depositor's hits bear a star; u = inconclusive; x = not tested or not shown; & = joins results of further samples; [ ] = remark or other dose.
# Labels used below: A = C2C12 statin; B = esBAF inh; C = miR122 inh; D = Cneo AK release; E = ARNT TACC3 PPI; F = ERp5 inh; G = SIRT5 inh
mol: Cc1c(N2C(=O)c3ccc(F)cc3C2=O)c(=O)n(-c2ccccc2)n1C
  A = -4; B = -6; C = -4; D = -1; E = 0; F = x; G = x
mol: O=C(Cc1ccccc1Cl)Nc1cc(S(=O)(=O)N2CCOCC2)ccc1N1CCOCC1
  A = 1; B = -2; C = -5; D = 4; E = -3; F = 5; G = 2
mol: COc1nc2ccccc2nc1OC
  A = 8; B = -7; C = -2; D = -1; E = -5; F = -4; G = -4
mol: CC(=O)Nc1ccc(NC(=O)C(C)OC(=O)C2(c3ccccc3F)CCCC2)cc1 (configuration not stated)
  A = 0; B = -7; C = x; D = 2; E = 0; F = -9; G = -2
mol: Cc1ccc(S(=O)(=O)NN2Cc3ccccc3C2=N)cc1
  A = 9; B = -3; C = 0; D = 1; E = 0; F = 3; G = -2
mol: C[C@@H]1CN([C@H](C)CO)C(=O)c2cc(NS(=O)(=O)c3ccc(Cl)cc3)ccc2O[C@@H](C)CCCCO[C@H]1CN(C)C(=O)Nc1ccc(C(F)(F)F)cc1
  A = x; B = -16; C = -7[16.7 µM]; D = -2; E = -6; F = 2; G = 22*
mol: CC(C)CC(NC(=O)C1CCC(C)CC1)C(=O)NCc1ccco1 (configuration not stated)
  A = 13; B = -4; C = 15; D = -1; E = -1; F = 2; G = -1
mol: COCCCNS(=O)(=O)c1ccc(Cl)c(C(F)(F)F)c1
  A = x; B = x; C = x; D = x; E = 5; F = 0; G = 0
mol: C[C@@H]1CN([C@H](C)CO)S(=O)(=O)c2ccc(C#CCN(C)C)cc2O[C@H]1CN(C)C(=O)CN(C)C
  A = -7; B = -1; C = 0[16.7 µM]; D = -3; E = -4; F = -2; G = 4
mol: COc1ccccc1C(=O)NC(=S)Nc1ccc(S(=O)(=O)N2CCN(C)CC2)cc1
  A = -5; B = 1; C = 0; D = 1; E = 13; F = -6; G = 0
mol: CC(C)OC(=O)c1cc(NC(=O)C2C3C=CC(O3)C2C(=O)O)cc(C(=O)OC(C)C)c1 (configuration not stated)
  A = 7; B = 1; C = x; D = -6; E = 38; F = 5; G = -2
mol: Cc1oc(-c2cccs2)nc1CNC[C@H]1O[C@@H](n2cnc(C(N)=O)n2)[C@H](O)[C@@H]1O
  A = 2; B = -2; C = 3; D = -1; E = x; F = 4; G = -6
mol: CN(C)c1ccc(P(=O)(COc2ccc([N+](=O)[O-])cc2)c2ccc(N(C)C)cc2)cc1
  A = x; B = x; C = 3; D = -1; E = x; F = 2; G = 0
mol: C[C@@H]1CCCCO[C@@H](CN(C)S(=O)(=O)c2ccccc2)[C@@H](C)CN([C@H](C)CO)C(=O)c2cc(N(C)C)ccc2O1
  A = -5&10; B = 10&-7&5; C = 7; D = -2&19; E = -6; F = 1&-10; G = 0&0
mol: Cc1nc2ncnn2c(C)c1CCC(=O)NCCc1ccccc1
  A = -7; B = 16; C = -10; D = 1; E = -5; F = x; G = x

# 2 entries drawn at random from the list so far:
# Labels used below: A = C2C12 statin; B = esBAF inh; C = miR122 inh; D = Cneo AK release; E = ARNT TACC3 PPI; F = ERp5 inh; G = SIRT5 inh
mol: C[C@@H]1CN([C@H](C)CO)C(=O)c2cc(NS(=O)(=O)c3ccc(Cl)cc3)ccc2O[C@@H](C)CCCCO[C@H]1CN(C)C(=O)Nc1ccc(C(F)(F)F)cc1
  A = x; B = -16; C = -7[16.7 µM]; D = -2; E = -6; F = 2; G = 22*
mol: CN(C)c1ccc(P(=O)(COc2ccc([N+](=O)[O-])cc2)c2ccc(N(C)C)cc2)cc1
  A = x; B = x; C = 3; D = -1; E = x; F = 2; G = 0

# Part of the list above in another layout.
# Below each SMILES – C2C12 statin	esBAF inh	miR122 inh	Cneo AK release	ARNT TACC3 PPI	ERp5 inh	SIRT5 inh
O=C(Cc1ccccc1Cl)Nc1cc(S(=O)(=O)N2CCOCC2)ccc1N1CCOCC1
→ 1	-2	-5	4	-3	5	2
COc1nc2ccccc2nc1OC
→ 8	-7	-2	-1	-5	-4	-4
CC(=O)Nc1ccc(NC(=O)C(C)OC(=O)C2(c3ccccc3F)CCCC2)cc1 (configuration not stated)
→ 0	-7	x	2	0	-9	-2
Cc1ccc(S(=O)(=O)NN2Cc3ccccc3C2=N)cc1
→ 9	-3	0	1	0	3	-2
C[C@@H]1CN([C@H](C)CO)C(=O)c2cc(NS(=O)(=O)c3ccc(Cl)cc3)ccc2O[C@@H](C)CCCCO[C@H]1CN(C)C(=O)Nc1ccc(C(F)(F)F)cc1
→ x	-16	-7[16.7 µM]	-2	-6	2	22*
CC(C)CC(NC(=O)C1CCC(C)CC1)C(=O)NCc1ccco1 (configuration not stated)
→ 13	-4	15	-1	-1	2	-1
COCCCNS(=O)(=O)c1ccc(Cl)c(C(F)(F)F)c1
→ x	x	x	x	5	0	0

# (cont.)
# Labels used below: A = C2C12 statin; B = esBAF inh; C = miR122 inh; D = Cneo AK release; E = ARNT TACC3 PPI; F = ERp5 inh; G = SIRT5 inh
mol: C[C@H]1CN([C@@H](C)CO)C(=O)Cc2cc(NC(=O)CCC(F)(F)F)ccc2O[C@H]1CN(C)C(=O)Nc1ccccc1
  A = 4; B = 5; C = 2[16.7 µM]; D = 4; E = -5; F = -1; G = -3
mol: O=C(COC(=O)c1ccco1)c1ccc(S(=O)(=O)N2CCCCC2)cc1
  A = 4; B = -3; C = -6; D = 1; E = 1; F = -10; G = -2
mol: CCN(CC)c1ncnc2c1sc1nc(C)cc(C)c12
  A = -7; B = 8; C = 3; D = 3; E = 2; F = x; G = x
mol: CC1(C)CC2CC(C)(CN2C(=S)Nc2ccccc2)C1 (configuration not stated)
  A = x; B = x; C = x; D = x; E = -17; F = 1; G = 1
mol: C=CCSc1nnc(NC(=O)CCN2C(=O)C3CC=CCC3C2=O)s1 (configuration not stated)
  A = 9; B = u; C = x; D = 3; E = -7; F = -2; G = -1
mol: COc1cc(C#Cc2ccc3cc(CCO)oc(=O)c3c2)cc(OC)c1
  A = -15; B = 58*; C = -2; D = 0; E = 7; F = 5; G = -4
mol: C[C@@H]1CCCCO[C@H](CN(C)C(=O)Nc2ccc3c(c2)OCO3)[C@@H](C)CN([C@@H](C)CO)C(=O)c2cc(NS(=O)(=O)c3cccs3)ccc2O1
  A = 6; B = 13; C = 8[16.7 µM]; D = 0; E = -5; F = -3; G = 2
mol: O=C(c1cc2ccccc2oc1=O)N(Cc1ccccc1F)C1CCS(=O)(=O)C1 (configuration not stated)
  A = 22; B = u; C = x; D = 0; E = -2; F = 2; G = 1
mol: COc1ccccc1C(=O)N/N=C(\C)c1cccnc1
  A = x; B = x; C = x; D = x; E = -5; F = 3; G = -2
mol: C[C@H](CO)N1C[C@H](C)[C@@H](CN(C)C(=O)C2CCCCC2)Oc2ncc(/C=C/c3ccccc3)cc2C1=O
  A = 10; B = -1; C = 5[16.7 µM]; D = 47; E = x; F = 2; G = 0
mol: Cc1ccc(C)c(OCC(=O)Nc2cccc(C(=O)O)c2)c1C
  A = -59; B = u; C = 5; D = 0; E = -6; F = x; G = x
mol: CCCC#Cc1ccc2c(c1)O[C@H](CN(C)C(=O)c1ccncc1)[C@H](C)CN([C@H](C)CO)S2(=O)=O
  A = -22; B = -3; C = -29[16.7 µM]; D = 1; E = x; F = -3; G = 0
mol: O=C(NCc1ccco1)C1CC(=O)N(c2ccc(Cl)cc2)C1 (configuration not stated)
  A = x; B = x; C = x; D = x; E = -1; F = 5; G = -2
mol: CC(=O)c1ccc(OC(=O)c2nc(-c3ccccc3)oc2C)cc1
  A = 5; B = -9; C = -2; D = 5; E = -2; F = -2; G = 1
mol: COC(=O)c1cc(S(=O)(=O)N2CCN(c3cc(C)ccc3C)CC2)c[nH]1
  A = -6; B = -3; C = x; D = -3; E = -1; F = 0; G = 0

# Carrying on:
# Labels used below: A = C2C12 statin; B = esBAF inh; C = miR122 inh; D = Cneo AK release; E = ARNT TACC3 PPI; F = ERp5 inh; G = SIRT5 inh
mol: COc1cccc(N2C(=O)C(O)=C(C(C)=O)C2c2ccc(OC)c(OC)c2)c1 (configuration not stated)
  A = 0; B = -5; C = -1; D = -2; E = -8; F = x; G = x
mol: O=C(Cc1c[nH]c2ccccc12)N1CCc2ccccc21
  A = 10; B = 37; C = 11; D = -4; E = 20; F = x; G = x
mol: C[C@H](CO)N1C[C@H](C)[C@@H](CN(C)S(=O)(=O)c2ccc(Cl)cc2)Oc2ccc(NC(=O)Nc3ccc(F)cc3)cc2C1=O
  A = -3; B = -3; C = -1[16.7 µM]; D = -3; E = 11; F = -1; G = 10
mol: Cc1noc(C)c1COC(=O)c1ccccc1NC(=O)c1ccco1
  A = -2; B = -10; C = 0; D = -10; E = -6; F = 5; G = -2
mol: COCC(=O)Nc1ccc2c(c1)C(=O)N(C)C[C@@H](OC)[C@@H](C)CN(Cc1ccccc1F)[C@@H](C)CO2
  A = 4; B = -2; C = x; D = 1; E = -3; F = 9; G = 7
mol: CCOc1ccc(-n2c(SCC(N)=O)nnc2-c2ccco2)cc1
  A = 1; B = -9; C = 1; D = -1; E = -1; F = -1; G = -3
mol: COc1ccc(CCNC(=O)Cc2cccs2)cc1
  A = x; B = x; C = -1; D = -2; E = 21; F = 0; G = -2
mol: O=C(C[C@H]1C[C@@H]2c3cc(NC(=O)Nc4ccccc4F)ccc3O[C@@H]2[C@H](CO)O1)NCc1ccccn1
  A = -2&-1; B = 4&-2; C = 0; D = 3&-2; E = 9; F = -1&-6; G = 1&6
mol: OCC1(Cc2ccccc2)CCCN(Cc2ccc3c(c2)OCCO3)C1 (configuration not stated)
  A = -1; B = -9; C = 1; D = -2; E = -10; F = -3; G = -1
mol: Cc1[nH][nH]c(=O)c1C(c1ccc(-c2ccc(Cl)cc2)o1)c1c(C)[nH][nH]c1=O
  A = 2; B = -11; C = -4; D = -2; E = 20; F = 2; G = 3
mol: CCN(C(=O)COC(=O)c1cc(-c2ccccc2)nc2ccc(Br)cc12)C1CCS(=O)(=O)C1 (configuration not stated)
  A = x; B = x; C = x; D = x; E = -24; F = 4; G = 2
mol: COc1ccc(C(O)c2ncc(C(F)(F)F)cc2Cl)cc1 (configuration not stated)
  A = 8; B = -2; C = -5; D = 0; E = -5; F = 5; G = 4
mol: CC1CCCC(C)N1C(=O)CSc1ncccn1 (configuration not stated)
  A = 2; B = -11; C = -6; D = 2; E = -2; F = 3; G = -2
mol: O=c1cc(CN2CCOCC2)c2c(ccc3ccccc32)o1
  A = x; B = x; C = -1; D = x; E = -7; F = -5; G = 0
mol: CCOCCn1c(N2CCCC2)nc2c1c(=O)[nH]c(=O)n2C
  A = 17; B = 0; C = -2; D = -4; E = 2; F = -3; G = 2
mol: CCOc1ccc(S(=O)(=O)Nc2ccc(C(=O)N/N=C(\C)c3ccc(-n4ccnc4)cc3)cc2)cc1
  A = x; B = -18; C = 48; D = x; E = 0; F = x; G = x
mol: O=C(O)CSc1nnc(Cc2ccccc2)n1Cc1ccccc1
  A = -1; B = -3; C = 0; D = 2; E = -3; F = x; G = x
